Assay outcomes as filed in PubChem BioAssay.
NPY Y1 blocker – NPY-Y1 (human) receptor antagonism | HEK293-CNG Y1 cells, membrane potential fluorescence; NPY at EC95, then isoproterenol | P25929 | inhibition, % at 3.6 µM | 1% of 200,000 active | AID 1040;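 active means inhibition above the campaign mean inhibition of all tested compounds plus 3 SD, cut at about 20% in these data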;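 further: 0% = DMSO wells given NPY plus isoproterenol and 100% = isoproterenol alone without NPY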
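Material: HEK293 Y1/CNG channel cell line; also added: NPY (25 nM), isoproterenol (1 µM), Ro 20-1724 (25 µM); doses: one concentration, 3.6 µM, in 0.4% DMSO; schedule: compound incubation 1 h at room temperature, readout 45 min post-stimulation; technique: membrane potential fluorescence; measure: fluorescence ratio normalized to % inhibition between controls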
Hck Nef HTS – human Hck-Nef kinase inhibition; P08631; Recombinant Hck-YEEI plus Nef, Z-Lyte FRET kinase assay; inhibition, % at 20 µM; 0.68% of 220,000 active;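 active means Hck-Nef kinase inhibition above about 50%, limit read from the data; inactive means inhibition below that limit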;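 further: 0% = DMSO with Hck plus Nef and 100% = Hck alone without Nef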
NPY1 pot ag – potentiators or agonists of human neuropeptide Y receptor Y1; activation, % at 3.6 µM; NPY-Y1 expressing cells, potentiator/agonist activation; 0.37% of 220,000 active; in the data active means activation above about 33%, passing the limit was not always enough;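 further: cells stimulated with NPY at EC10 then isoproterenol at EC100; 0% = low agonist plus stimulus and 100% = saturating agonist plus stimulus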
NPY-Y2 PAM-ag – human NPY-Y2 potentiation or agonism, primary screen; P49146; cells expressing NPY-Y2, potentiator/agonist read-out; activation, % at 3.6 µM; 0.45% of 220,000 active; AID 1359; in the data active means activation above about 27%;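 further: cells stimulated with NPY near EC25 plus isoproterenol at EC100; 0% = vehicle plus submaximal agonist and 100% = vehicle plus saturating agonist; some results beyond the cut were filed as inactive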
Runt-CBFb FRET – blocks binding of human RUNX1 Runt domain to CBFb; Q01196+Q13951; Cerulean-Runt/Venus-CBFb FRET ratio 530/480, 1 h; inhibition, % at 20 µM; 0.46% of 220,000 active; AID 1496;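 active means inhibition over about 50% at 20 µM in the single-dose screen, limit read from the data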;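 further: 0% = DMSO wells and 100% = excess unlabeled CBFb competitor control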
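Measured by: fluorescence energy transfer, 422 nm excitation, 530/480 nm emission; test system: Cerulean-tagged RUNX1 Runt domain (FRET donor) fusion protein; buffer or medium: Tris pH 7.5 buffer with BSA; compound: one dose, 20 µM compound, 1% DMSO; times: two 1 h room-temperature incubations shielded from light; benchmarks: unlabeled CBFb 5 µM, positive control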
RBBP9 inh – inhibitors of human serine hydrolase RBBP9; O75884; recombinant RBBP9, FP-Rh probe fluorescence polarization; inhibition, % at 7.94 µM; 0.2% of 220,000 active;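 active means inhibition above the campaign mean of all tested compounds plus 3 SD, cut at about 14% in these data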;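 further: plate controls were DMSO wells with RBBP9 for no effect and wells lacking RBBP9 protein for full effect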
Target sequence (O75884 whole entry, looked up): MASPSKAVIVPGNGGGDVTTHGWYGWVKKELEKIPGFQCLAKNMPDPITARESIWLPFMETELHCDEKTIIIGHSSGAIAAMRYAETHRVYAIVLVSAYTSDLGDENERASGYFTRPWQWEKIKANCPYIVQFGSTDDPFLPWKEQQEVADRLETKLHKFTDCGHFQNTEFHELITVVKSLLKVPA
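Assay system: recombinant human RBBP9; Reagent: Serine-hydrolase probe FP-Rh, 375 nM pre-mixing; Doses: 7.94 µM single dose, 0.794% DMSO; Incubation: 30 min then 45 min, 25 °C; Detection: fluorescence polarization (mP), excitation 525 nm, emission 598 nm; Evaluation: percent inhibition from mP, scaled between DMSO and no-protein wells.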
Runt-SMMHC FRET – blocks binding of human RUNX1 Runt domain to CBFb-SMMHC; 0.74% of 220,000 active; inhibition, % at 20 µM; Cerulean-Runt/Venus-CBFb-SMMHC FRET ratio 530/480, 1 h; AID 1434;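 active means mean inhibition across duplicate retests at 20 µM reaching about 50%, limit read from the data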;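 further: 0% = DMSO wells and 100% = wells with excess untagged CBFb-SMMHC; inhibitors lower the FRET ratio by blocking Runt binding to CBFb-SMMHC; some results filed as inactive read as strong as hits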
MDM2 E3 inh – blocks human Mdm2 ubiquitin ligase activity; Q00987; signal enhancement, % at 5 µM; AID 1230; cell-based MDM2 ubiquitination luciferase reporter, 2 h; 0 = plate control, 100 = twice control, blank-subtracted; 0.11% of 210,000 active;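 active means signal enhancement of 30% or more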;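 further: luminescence tracks abundance of the self-degrading MDM2-luciferase fusion protein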
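Timing – 2 h compound exposure at 37 °C · Assay system – mammalian cells stably expressing self-ubiquitinating, self-degrading MDM2 E3–luciferase fusion · Amount – 2000 cells seeded into each well · Measure – % luminescence enhancement versus blank-corrected plate control mean · Measured by – SteadyLite luminescence, 15 min reagent step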
p97 inhibitor – inhibitors of human p97 ATPase | recombinant p97 ATPase, Kinase-Glo ATP luminescence, 3 h | inhibition, % at 8 µM | 0.42% of 220,000 active | AID 1481; in the data active means inhibition above about 15%;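 further: 0% = DMSO vehicle and 100% = wells lacking enzyme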
Target sequence (P55072 whole entry, looked up): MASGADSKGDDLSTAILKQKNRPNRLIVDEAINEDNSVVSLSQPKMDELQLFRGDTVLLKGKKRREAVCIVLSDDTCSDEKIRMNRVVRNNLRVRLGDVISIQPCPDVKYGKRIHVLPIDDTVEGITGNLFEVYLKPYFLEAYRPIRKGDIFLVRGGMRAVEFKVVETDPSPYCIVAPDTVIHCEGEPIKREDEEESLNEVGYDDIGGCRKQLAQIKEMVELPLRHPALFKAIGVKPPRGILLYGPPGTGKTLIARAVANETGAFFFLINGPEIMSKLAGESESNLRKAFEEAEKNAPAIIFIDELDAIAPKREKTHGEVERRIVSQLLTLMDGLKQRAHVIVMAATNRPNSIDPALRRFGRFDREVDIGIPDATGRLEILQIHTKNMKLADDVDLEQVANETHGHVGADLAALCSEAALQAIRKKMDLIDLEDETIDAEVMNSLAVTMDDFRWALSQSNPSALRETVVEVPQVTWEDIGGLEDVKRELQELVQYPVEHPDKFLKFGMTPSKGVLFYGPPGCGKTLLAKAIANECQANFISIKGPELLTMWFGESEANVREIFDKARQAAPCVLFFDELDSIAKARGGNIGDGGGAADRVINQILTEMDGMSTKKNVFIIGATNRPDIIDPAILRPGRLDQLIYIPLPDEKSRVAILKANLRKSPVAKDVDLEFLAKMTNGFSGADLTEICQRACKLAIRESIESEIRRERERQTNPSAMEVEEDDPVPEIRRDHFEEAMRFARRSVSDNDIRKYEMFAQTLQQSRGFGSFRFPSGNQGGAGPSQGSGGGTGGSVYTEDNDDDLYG
* = called active by the depositor; nt = no result given.

Codes – A = NPY Y1 blocker; B = Hck Nef HTS; C = NPY1 pot ag; D = NPY-Y2 PAM-ag; E = Runt-CBFb FRET; F = RBBP9 inh; G = Runt-SMMHC FRET; H = MDM2 E3 inh; I = p97 inhibitor
COc1cccc(OCC(O)CN(CCO)Cc2ccccc2)c1 (configuration not stated)
  A: 2; B: -1; C: -12; D: -5; E: -1; F: 13; G: 5; H: -11; I: 1
CC1(C)CCCC2=C1CC1C(=O)N(N)C(=O)C1C2 (configuration not stated)
  A: nt; B: 8; C: 12; D: -28; E: -1; F: -1; G: 2; H: -4; I: 6
C/C(=N\NC(=O)c1cccc(Cl)c1)c1cccc(NC(=O)C(C)C)c1
  A: -2; B: 0; C: 22; D: -6; E: -1; F: -7; G: -4; H: -2; I: 3
N/C(=N\OC(=O)c1cccs1)c1ccccc1
  A: -2; B: 3; C: -10; D: -6; E: 1; F: 2; G: -3; H: -28; I: -2
NCCc1nnc(SCc2ccccc2)o1
  A: 8; B: 2; C: -14; D: -2; E: 0; F: -7; G: 3; H: -18; I: 0
O=C(Nc1nc(-c2ccco2)cs1)c1ccccc1
  A: -7; B: 2; C: 18; D: 17; E: 25; F: -7; G: 14; H: -1; I: 7
CCCCNS(=O)(=O)c1ccc2nc(-c3cccnc3)cc(C(=O)NCCOC)c2c1
  A: nt; B: 13; C: 1; D: -12; E: -1; F: -7; G: 3; H: -9; I: 3
CC(C)c1ccccc1NC(=S)NC(C)c1ccccc1 (configuration not stated)
  A: 6; B: -2; C: -22; D: 1; E: -2; F: -5; G: 0; H: -5; I: -4
Cc1ccc(C(=O)NS(=O)(=O)c2ccc(N=NN(C)C)cc2)cc1
  A: 7; B: -6; C: -38; D: -17; E: 6; F: 0; G: -6; H: -7; I: 3
CCOc1ccc(C(C)NC(=O)c2cccc(F)c2)cc1 (configuration not stated)
  A: -2; B: 0; C: 16; D: 12; E: 0; F: -8; G: 2; H: 1; I: 2
O=C(COC(=O)CNC(=O)c1ccccc1)Nc1nc(-c2ccccc2)cs1
  A: 7; B: 1; C: -8; D: 7; E: -2; F: -7; G: -3; H: -1; I: 2
CCN(c1ccccc1)c1nc2ccsc2c(=O)s1
  A: 11; B: 7; C: -49; D: -18; E: 2; F: -3; G: 4; H: -4; I: -3
O=C(COC(=O)C12CC3CC(CC(C3)C1)C2)N1CCN(S(=O)(=O)c2ccccc2)CC1
  A: -3; B: 1; C: -6; D: -10; E: -2; F: 2; G: 2; H: 16; I: 4
CCc1nc2sc3c(O)cc(=O)[nH]c3c2cc1C
  A: -1; B: 12; C: 8; D: 6; E: 52*; F: 0; G: 56; H: -10; I: 2
O=C(Nc1ccccc1F)C1C2C=CC3(O2)C1C(=O)N(c1cccnc1)C3C(=O)NC1CCCCC1 (configuration not stated)
  A: -1; B: -1; C: 1; D: 3; E: -2; F: -3; G: -3; H: -1; I: 0
COc1ccc(-c2n(Cc3ccccc3)c3ccccc3[n+]2Cc2ccccc2)cc1
  A: 62*; B: -8; C: -19; D: 8; E: 4; F: -4; G: -4; H: -23; I: 0
CNC(=O)Cc1nc2ccccc2n1CC(=O)Nc1cc(C)cc(C)c1
  A: 2; B: 7; C: 14; D: 8; E: -3; F: -10; G: 3; H: -2; I: 2
Brc1ccc(-c2csc(N3CCC(c4ccccc4)C3)n2)cc1 (configuration not stated)
  A: 0; B: -1; C: 14; D: -3; E: -1; F: -4; G: 1; H: -13; I: 1
C1CCCCCC(NCCN2CCNCC2)CCCCC1
  A: nt; B: 25; C: 0; D: -2; E: -1; F: -4; G: -4; H: -10; I: 5
CN1C(=O)CSc2ccc(NC(=O)Nc3ccccn3)cc21
  A: -1; B: 1; C: 2; D: -3; E: 2; F: 8; G: -2; H: 2; I: 1
c1ccc2c3c([nH]c2c1)-c1[nH]ncc1CC3
  A: -6; B: 42; C: 10; D: -1; E: -1; F: 6; G: -13; H: -5; I: -1
COc1ccc(NC(=O)CN(C)C(=O)c2oc3ccccc3c2C)cc1
  A: 4; B: 1; C: -6; D: 0; E: -3; F: -3; G: 0; H: 5; I: 3
O=C(CSc1nnc(-c2ccncc2)o1)NC1CCCCC1
  A: -2; B: 23; C: -14; D: 0; E: 1; F: -8; G: 3; H: -3; I: -3
O=C1CC(c2cccs2)c2cc3c(cc2N1)OCO3 (configuration not stated)
  A: -3; B: 4; C: 12; D: -7; E: 0; F: -5; G: 0; H: -1; I: 5
COc1ccccc1Cc1nc2ccccc2n1S(=O)(=O)c1ccc(Cl)cc1
  A: 0; B: 5; C: -1; D: -1; E: 1; F: 1; G: 0; H: -5; I: 1
O=C(NCCCN1CCOCC1)c1cc2cc(Cl)cc(Cl)c2oc1=O
  A: -3; B: -1; C: 13; D: 11; E: nt; F: 1; G: nt; H: nt; I: 5
COc1ccc(N2CCN(C(=O)CN=C3NS(=O)(=O)C(c4ccc(C)cc4)=C3C)CC2)cc1
  A: -3; B: -4; C: 8; D: 10; E: 4; F: -9; G: -2; H: -17; I: 5
O=C(NNC(=O)c1c(F)cccc1F)c1sccc1-n1cccc1
  A: 1; B: 15; C: -11; D: -4; E: -1; F: -5; G: -4; H: -19; I: -3
CCCCn1c(N)c(N(CCOC)C(=O)CN2c3ccccc3CC2C)c(=O)[nH]c1=O (configuration not stated)
  A: 3; B: 17; C: -9; D: -6; E: 33; F: -8; G: 31; H: -14; I: -3
O=C(CSc1nnc(-c2ccc(OC(F)F)cc2)o1)NCc1cccs1
  A: 6; B: 8; C: -4; D: -19; E: 0; F: -4; G: 3; H: -8; I: -1
CCNC(=O)COc1ccc(Br)cc1Cl
  A: 7; B: 4; C: 10; D: 6; E: 0; F: -6; G: -2; H: -1; I: 4
O=C(CCC(=O)NCCO)NCCO
  A: -1; B: 24; C: 5; D: -2; E: 0; F: -8; G: 3; H: -4; I: 1
Cc1cc(C)n(-c2nnc(NCc3ccc(Cl)cc3)nn2)n1
  A: -6; B: -3; C: -16; D: 10; E: 2; F: -4; G: -1; H: -19; I: -4
Cc1cc(NC(=O)CCCC(=O)NCc2ccccc2)no1
  A: -1; B: -3; C: 5; D: -5; E: 1; F: -2; G: -1; H: -14; I: 5
O=C(CSc1nnc(-c2cccs2)o1)NCC1CN(Cc2ccccc2)CCO1 (configuration not stated)
  A: -6; B: 0; C: -3; D: 7; E: -1; F: -5; G: 0; H: 0; I: -5
CC1=C(CCN2CCN(C(C)C)C(CCO)C2)C(C)(C)CCC1 (configuration not stated)
  A: 9; B: -2; C: -8; D: -25; E: 1; F: -2; G: 0; H: 1; I: 1
CCNC(=O)C(=O)NCCc1ccc(Cl)cc1
  A: -2; B: -1; C: 15; D: 9; E: -1; F: -6; G: 1; H: -4; I: -6
COCCn1c(Cc2ccccc2)nnc1SCC(=O)N1CCOCC1
  A: 0; B: -3; C: 7; D: 18; E: -1; F: 1; G: 4; H: -8; I: 0
Cc1cccc2nc(COc3ccc4ccccc4c3Br)cn12
  A: nt; B: 29; C: 1; D: -16; E: -2; F: -12; G: -3; H: nt; I: -5
O=C(Nc1ccccc1N1CCOCC1)c1cc(-c2ccncc2)nc2ccccc12
  A: 4; B: 4; C: -6; D: -18; E: 1; F: -4; G: 0; H: -13; I: 2
COc1ccc(S(=O)(=O)n2cnc3cc(C)c(C)cc32)cc1C
  A: -5; B: 1; C: 1; D: 5; E: -3; F: -8; G: -2; H: 2; I: -2
CC1CCN(CC(=O)NCc2ccco2)CC1
  A: -4; B: 24; C: 17; D: 3; E: 0; F: -6; G: -2; H: -8; I: 7
CCC(C)[C@H](NC(=O)Nc1ccc(S(N)(=O)=O)cc1)C(=O)OC (some centres not stated)
  A: nt; B: -7; C: 18; D: 17; E: 0; F: -9; G: 4; H: -7; I: 4
CC(=O)c1ccc(S(=O)(=O)N2CCC(NC(=O)Nc3cccc(F)c3)CC2)cc1
  A: -3; B: -7; C: -8; D: 12; E: 5; F: 3; G: 0; H: -17; I: 3
CCCCCn1c(=NC(C)=O)c(C#N)cc2c(=O)n3ccccc3nc21
  A: -5; B: 34; C: -8; D: -4; E: 16; F: -8; G: 42; H: 0; I: -2
Cc1cc(NC(=O)c2coc(=O)c(Br)c2)ccc1C(C)C
  A: nt; B: 7; C: 7; D: 10; E: 3; F: -3; G: 5; H: -55; I: -4
C=CCn1c(-c2ccccc2)nc(=S)c2c1CC(C)(C)OC2
  A: -1; B: -3; C: 24; D: 0; E: 2; F: -4; G: -1; H: -14; I: -1

Part of the list above, as a markdown table.
| SMILES | NPY Y1 blocker | Hck Nef HTS | NPY1 pot ag | NPY-Y2 PAM-ag | Runt-CBFb FRET | RBBP9 inh | Runt-SMMHC FRET | MDM2 E3 inh | p97 inhibitor |
| --- | --- | --- | --- | --- | --- | --- | --- | --- | --- |
| CC1CCN(CC(=O)NCc2ccco2)CC1 | -4 | 24 | 17 | 3 | 0 | -6 | -2 | -8 | 7 |
| O=C(CCC(=O)NCCO)NCCO | -1 | 24 | 5 | -2 | 0 | -8 | 3 | -4 | 1 |

Whole records, quoted from the list:
Record of `COCCn1c(Cc2ccccc2)nnc1SCC(=O)N1CCOCC1` : NPY Y1 blocker: 0; Hck Nef HTS: -3; NPY1 pot ag: 7; NPY-Y2 PAM-ag: 18; Runt-CBFb FRET: -1; RBBP9 inh: 1; Runt-SMMHC FRET: 4; MDM2 E3 inh: -8; p97 inhibitor: 0
Record of `O=C(CSc1nnc(-c2cccs2)o1)NCC1CN(Cc2ccccc2)CCO1` (configuration not stated) : NPY Y1 blocker: -6; Hck Nef HTS: 0; NPY1 pot ag: -3; NPY-Y2 PAM-ag: 7; Runt-CBFb FRET: -1; RBBP9 inh: -5; Runt-SMMHC FRET: 0; MDM2 E3 inh: 0; p97 inhibitor: -5
